K1F lysis inhibition = inhibition of K1F phage lysis, E. coli UTI89, bacterial capsule biogenesis inhibitors, alamar blue (AID 488966) | E. coli UTI89 K1F phage lysis, alamar blue, 2 h; higher % means a stronger effect | one-dose inhibition, % at 100 µM; IC50 in µM for titrated hits | hit rate 0.02% among 340,000;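 active = phage lysis inhibition, versus mean bacterial control, above a set limit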;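 also: capsule biogenesis inhibitors block K1F phage lysis so surviving cells raise fluorescence; higher fluorescence means more inhibition of phage lysis; actives were called in the ten point dose series up to 300 µM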
Rac1 GTP hydrolysis = MgcRacGAP GTPase-activating activity inhibitors, confirmation, biochemical, ADP Hunter fluorescence; Rac GTPase-activating protein 1 (Homo sapiens); MgcRacGAP-stimulated Rac1 GTP hydrolysis, ADP Hunter fluorescence; higher % means a stronger effect; GST-tagged Rac1 F28L mutant substrate; one-dose inhibition, % at 30 µM; IC50 in µM for titrated hits; hit rate 0.6% among 340,000;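 active = first-screen hits whose inhibition reached a set limit at any dose in the follow-up dose series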;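 also: fluorescence reports GDP produced by GAP-driven GTP hydrolysis; strong numbers were not always called active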
GPR55 antagonists = GPR55 antagonists blocking LPI-driven arrestin recruitment, primary screen, imaging, U2OS, beta-arrestin-GFP, LPI agonist (AID 2013). U2OS GPR55 beta-arrestin-GFP translocation imaging, LPI antagonism; higher % means a stronger effect. hit rate 0.13% among 290,000. inhibition, % at 10 µM, or IC50 in µM where a hit was titrated. G-protein coupled receptor 55 (Homo sapiens);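 active = spots per cell inhibited over 60%, with over 100 cells counted and total cytoplasm intensity under 500,000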;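 also: U2OS cells stably carrying GPR55 and arrestin-GFP stimulated by 5 µM LPI near EC80; imaged beta-arrestin-GFP aggregate spots per cell after agonist stimulation; plate controls were LPI-stimulated DMSO wells for no effect and DMSO wells without LPI for full effect; some results filed as inactive read as strong as hits; confirmed hits need IC50 under 10 µM and bright autofluorescent wells are also inconclusive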
RSV CPE inhibition = RSV antiviral activity via CPE protection, HEp-2 cells, primary 10 µM value included (AID 2391). HEp-2 cells, RSV-induced CPE inhibition; higher % means a stronger effect. CPE inhibition, % at 10 µM; hits with a dose series show IC50 in µM. hit rate 0.13% among 310,000; in the data active = a potency from the dose series; also: strong numbers were not always called active
Large T inhibition = SV40 large T antigen inhibitors, biochemical (AID 1903) | SV40 large T antigen ATPase/helicase inhibition assay; higher % means a stronger effect | one-dose inhibition, % at 20 µM; IC50 in µM for titrated hits | hit rate 0.39% among 310,000; in the data active = a potency from the dose series; also: strong numbers were not always called active
Salmonella PhoP GFP = inhibitors of PhoP regulon expression, primary screen, Salmonella Typhimurium, GFP reporter (AID 1863); S. Typhimurium PhoP-regulated promoter GFP reporter, 4 h; higher % means a stronger effect; hit rate 0.16% among 300,000; inhibition, % at 50 µM; hits with a dose series show IC50 in µM;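 active = inhibition over 29.93%, a cutoff 3 SD above the screen mean, later confirmed by dose response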;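 also: 0% = low Mg2+ inducing control and 100% = high Mg2+ repressing control; strong numbers were not always called active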
GPR35 antagonists = GPR35 antagonists blocking zaprinast-driven arrestin recruitment, primary screen, imaging, U2OS, beta-arrestin-GFP, zaprinast agonist (AID 2058); hit rate 0.052% among 290,000; one-dose inhibition, % at 10 µM; IC50 in µM for titrated hits; G-protein coupled receptor 35 (Homo sapiens); U2OS GPR35 beta-arrestin-GFP translocation imaging, zaprinast antagonism; higher % means a stronger effect;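 active = inhibition of at least 50% with at least 30 cells and total cytoplasm GFP at most 10,000,000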
Dengue-2 NS5 capping = Dengue-2 NS5 methyltransferase inhibitors, primary screen, biochemical, confirmation dose response (AID 588689); Genome polyprotein (Dengue virus type 2 (strain 16681-PDK53)); hit rate 0.3% among 340,000; one-dose inhibition, % at 25 µM; IC50 in µM for titrated hits; Dengue-2 NS5 methyltransferase capping enzyme assay, biochemical; higher % means a stronger effect; in the data active = a potency from the dose series
HIV peptide binding = inhibitors of HIV fusion peptide binding, primary screen, biochemical, uHTS, fluorescence dequenching (AID 1986) | cell-free peptide binding, fluorescence dequenching, 30 min; higher % means a stronger effect | inhibition, % at 20 µM, or IC50 in µM where a hit was titrated | hit rate 0.3% among 290,000; in the data active = inhibition mostly above about 52%, no sharp cut-off; inactive = mostly below about 76%; also: some results filed as inactive read as strong as hits
Dengue-2 NS5 capping pilot replicate = second read-out of Dengue-2 NS5 capping, no call of its own (marks repeat the call); inhibition, %; measured here: pilot screen replicate inhibition
* = called active by the depositor; . = not tested or not shown; & = joins results of further samples; [ ] = dose if it differs, or a comment.

SMILES	K1F lysis inhibition	Rac1 GTP hydrolysis	GPR55 antagonists	RSV CPE inhibition	Large T inhibition	Salmonella PhoP GFP	GPR35 antagonists	Dengue-2 NS5 capping	HIV peptide binding	others
O=C1CCC(C(=O)N2CCCCCC2)CN1Cc1cccc(C(F)(F)F)c1 (configuration not stated)	0.0%	2%	12%	2.6%	9%	0%	1%	-3%	-2.4%
COc1ccccc1Oc1ccc2c(c1)C(=O)N(c1ccc(Br)c3cccnc13)C2=O	-0.1%	10%	4%	2.6%	7%	20%	7%	-1%	9.2%
O=C(NCc1ccccc1)c1c[nH]c2ccc(F)cc2c1=O	0.8%	6%	7%	2.3%	5%	10%	-3%	.	0.7%
Cc1csc(/N=C/N(C)C)c1C#N	-1.2%	2%	5%	0.3%	9%	-8%	-9%	-4%	1.2%
COc1ccc(S(=O)(=O)N2CCC(C(=O)Nc3ccccc3N3CCCCC3)CC2)cc1OC	1.7%[50 µM]	-3%	8%	9.1%	24%	-1%	-11%	-3%	0.6%
Cc1cc(C)cc(NC(=O)CSc2ccccc2)c1	-0.2%	9%	1%	3.0%	-21%	0%	2%	-1%	-0.5%
Cn1cnnc1SCC(=O)Nc1ccc(S(=O)(=O)N2CCCC2)cc1	-0.6%	3%	11%	.	4%	-2%	7%	0%	0.9%
COC(=O)c1sccc1NC(=S)N1C(C)CCCC1C (configuration not stated)	0.2%[50 µM]	13%	9%	1.2%	6%	5%	11%	-2%	1.5%
Cc1nc2ccc(S(=O)(=O)NC(C(=O)Nc3nccs3)C(C)C)cc2s1 (configuration not stated)	7.4%	7%	18%	-1.4%	7%	13%	20%	0%	-0.7%
Cn1c(=NC(=O)c2ccc(S(=O)(=O)N3CCCc4ccccc43)cc2)sc2cc(S(C)(=O)=O)ccc21	0.1%	2%	12%	4.5%	4%	-7%	3%	-1%	-0.7%
Cc1ccc(NC(=O)c2cc3cc(OC(F)(F)F)ccc3[nH]2)cc1	.	.	6%	9.9%	14%	6%	4%	.	2.4%
Cc1[nH]c2ccccc2c1C(=O)CSC(=S)N1CCCCC1	0.1%[50 µM]	4%	-3%	4.0%	-1%	-10%	25%	-5%	-2.0%
O=C(CCC(=O)OC(C(=O)c1ccccc1)c1ccccc1)Nc1ccccc1 (configuration not stated)	3.6%	5%	-10%	0.6%	1%	2%	5%	-6%	0.8%
Cc1ccccc1C(=O)Nc1ccc2c(c1)OCO2	1.5%	13%	2%	0.2%	8%	-5%	16%	-1%	-4.0%
COc1ccc(C2NC(=O)CCC2[N+](=O)[O-])c(OC)c1 (configuration not stated)	-1.7%	11%	-1%	-2.1%	-43%	4%	5%	.	-1.5%
O=C(Nc1ccccc1)/C(=C\c1ccccc1)NC(=O)c1ccco1	.	.	-8%	2.9%	9%	0%	1%	.	0.1%
CCOC(=O)Cc1csc(NC(=O)/C=C/c2ccc(Cl)cc2)n1	-0.1%	2%	-7%	41%	10%	2%	-1%	-10%	-0.9%
O=C1CCCC2=C1C(c1ccncc1)c1c(nc(SCc3ccccc3)[nH]c1=O)N2 (configuration not stated)	-0.3%	9%	14%	1.9%	16%	-8%	20%	1%	-0.1%
O=C(Nc1ccc(S(=O)(=O)N2CCOCC2)cc1)c1ccc(S(=O)(=O)N2CCOCC2)cc1	0.3%	0%	-3%	1.1%	3%	.	-3%	-5%	-0.7%
CCN(CC)c1ccc(/C=N/NC(=O)c2c(Cl)cnn2C)c(O)c1	-5.1%	16%	-7%	1.7%	29%	15%	5%	-13%	-2.5%
Cc1sc2ncn(CC(=O)NCC(=O)N(C)Cc3ccccc3)c(=O)c2c1C	1.1%	2%	-10%	0.6%	5%	-7%	2%	0%	-1.5%
O=C(CSc1ccccc1)Nc1cc(S(=O)(=O)N2CCOCC2)ccc1N1CCOCC1	0.5%	13%	7%	-1.2%	8%	0%	6%	-9%	-0.5%
CCOC(=O)CN1C(=O)CC(c2ccc([N+](=O)[O-])cc2)C1=O (configuration not stated)	-1.7%	28%	-8%	2.8%	80%	5%	-3%	28%	0.6%
COC(=O)C1C(=O)C2=C(CC1C)NC(C)=C(C(=O)OCc1ccc(OC)cc1)C2c1ccc(C)o1 (configuration not stated)	0.1%	5%	-1%	0.1%	4%	2%	6%	-2%	0.3%
CCOC(=O)C1=C(CNCc2ccc(F)cc2)NC(=O)NC1c1cccc([N+](=O)[O-])c1 (configuration not stated)	-1.4%[50 µM]	7%	9%	1.1%	5%	6%	5%	-3%	-2.4%

Some of these compounds in order of number of heavy atoms, smallest number first.
SMILES	K1F lysis inhibition	Rac1 GTP hydrolysis	GPR55 antagonists	RSV CPE inhibition	Large T inhibition	Salmonella PhoP GFP	GPR35 antagonists	Dengue-2 NS5 capping	HIV peptide binding	others
Cc1csc(/N=C/N(C)C)c1C#N	-1.2%	2%	5%	0.3%	9%	-8%	-9%	-4%	1.2%
Cc1cc(C)cc(NC(=O)CSc2ccccc2)c1	-0.2%	9%	1%	3.0%	-21%	0%	2%	-1%	-0.5%
O=C(Nc1ccccc1)/C(=C\c1ccccc1)NC(=O)c1ccco1	.	.	-8%	2.9%	9%	0%	1%	.	0.1%
Cn1c(=NC(=O)c2ccc(S(=O)(=O)N3CCCc4ccccc43)cc2)sc2cc(S(C)(=O)=O)ccc21	0.1%	2%	12%	4.5%	4%	-7%	3%	-1%	-0.7%

Later entries
SMILES	K1F lysis inhibition	Rac1 GTP hydrolysis	GPR55 antagonists	RSV CPE inhibition	Large T inhibition	Salmonella PhoP GFP	GPR35 antagonists	Dengue-2 NS5 capping	HIV peptide binding	others
O=C(CNC(=O)c1ccco1)OCC(=O)c1ccc(Cl)cc1Cl	0.8%	6%	-7%	2.1%	17%	7%	14%	2%	-0.8%
CCn1c(=O)c(C(=O)NCCCc2ccccc2)c(O)c2ccccc21	0.0%	11%	-4%	2.8%	8%	1%	-4%	1%	4.3%	Dengue-2 NS5 capping pilot replicate=-1.2
O=C(NCc1ccc(-c2nc3ccccc3s2)cc1)c1ccco1	0.7%	8%	2%	10%	2%	7%	0%	-6%	0.9%
Cc1nc(C)c(C(=O)NCCC(c2ccccc2)c2ccccc2)o1	-0.2%	9%	-4%	1.9%	8%	5%	-8%	-3%	4.2%
CC1Cc2ccccc2N1C(=O)c1cc2cccnc2n(C)c1=O (configuration not stated)	0.6%[50 µM]	4%	.	1.3%	14%	-2%	.	-5%	.
O=C(NCCN1CCCCC1)Nc1cccc(Cl)c1Cl	-0.8%	-4%	11%	-0.8%	12%	2%	4%	-3%	-0.5%
COc1ccc2c(c1)OC[C@H]1[C@@H]2N2C(=O)CNC(=O)[C@@]2(C)[C@H]1c1ccccc1	0.1%	14%	.	1.4%	.	.	.	4%	.
COc1ccc(OCc2cc(C(=O)N3CCN(CC4CC4)CC3)no2)c(Cl)c1	0.0%	8%	-4%	-1.1%	-5%	2%	-2%	-3%	-0.2%
CCCN1C(=O)c2cc(C(=O)Nc3ccc(OC)cc3OC)ccc2C1Nc1ccc(OC)cc1OC (configuration not stated)	0.1%	10%	1%	13%	16%	1%	-18%	3%	-0.7%
CN(C)c1ccc(NC(=O)COC(=O)CCC(=O)c2ccc(F)cc2)cc1	0.2%	24%	1%	-0.7%	19µM*	18%	13%	14%	-1.5%	Dengue-2 NS5 capping pilot replicate=5.1
CCOc1cccc(N2C(=O)CC(NCc3ccc(S(N)(=O)=O)cc3)C2=O)c1 (configuration not stated)	5.8%	0%	-7%	0.9%	7%	-1%	4%	0%	-0.8%
CC(=O)c1cccc(NC(=O)COC(=O)CC2CC3CCC2C3)c1 (configuration not stated)	-0.3%[50 µM]	1%	.	-0.4%	.	.	.	0%	.
Cc1cccc(NC(=S)NC(=O)C(c2ccccc2)c2ccccc2)n1	0.2%	9%	.	4.0%	.	.	.	1%	.
COc1ccc(NS(=O)(=O)c2cccc(C(=O)N(C)Cc3ccc(SC)cc3)c2)cc1	0.6%[50 µM]	4%	.	14%	5%	10%	.	5%	.
Cc1ccc(NC(=O)CN(C)C(=O)CSc2nnc(N)s2)cc1	0.4%[50 µM]	7%	.	1.8%	.	.	.	7%	.
Cc1ccc(CS(=O)Cc2ccc(C(=O)N3CCN(c4ccc(F)cc4)CC3)o2)cc1 (configuration not stated)	0.0%	3%	11%	1.6%	4%	1%	3%	-1%	0.0%
COc1ccc(C(=O)CC(=O)C(=O)Nc2cc(OC)c(OC)c(OC)c2)cc1	-0.1%	14%	7%	0.3%	7%	0%	12%	-7%	1.6%
O=C(c1cc2ccccc2o1)N1CCN=C1SCc1cccnc1	3.5%	-3%	5%	1.4%	9%	-4%	-11%	-8%	3.2%
CCN(C(=O)c1ccnc(C(C)(C)C)c1)c1ccccc1	4.8%	4%	21%	-1.5%	1%	-3%	3%	-6%	1.5%
CCCCOc1ccc(C(=O)N/C(=C/C=C/c2ccccc2)C(=O)NCCCO)cc1	-0.3%	12%	3%	0.8%	9%	-2%	6%	5%	-1.2%
CC1CCCC(C)N1C(=O)CSc1nnc(COc2ccc(F)cc2)o1 (configuration not stated)	0.3%	1%	-6%	3.8%	6%	6%	-14%	-6%	0.3%
O=C(CCCN=C1NS(=O)(=O)c2ccccc21)OCC(=O)c1ccc(F)c(F)c1	0.0%[50 µM]	3%	.	1.9%	-1%	5%	.	-4%	.
CC1CCCCC1NC1=NCCS1 (configuration not stated)	-0.1%	7%	1%	0.1%	3%	-1%	-12%	0%	4.0%
Cn1ccsc1=NC(=O)c1ccc(CS(C)(=O)=O)cc1	-1.0%	8%	10%	0.3%	-1%	6%	0%	-1%	1.2%
C[C@H](CCC(=O)NCC(=O)O)[C@H]1CC[C@H]2[C@@H]3[C@H](O)C[C@@H]4C[C@H](O)CC[C@]4(C)[C@H]3C[C@H](O)[C@]12C	4.5%&1.0%&-0.9%	-1%&0%&1%	-6%	2.0%&-1.1%&-0.7%	0%&13%&17%	1%&-5%&-4%	-17%	-4%&1%&-4%	-0.6%
CC1CCC2C(=O)N(c3cc(Cl)ccc3OC(=O)c3ccco3)C(=O)C2C1 (configuration not stated)	0.1%	-10%	12%	.	.	.	-9%	-6%	-1.2%
COc1ccc(CN(C)CC(=O)Nc2cc(OC)c([N+](=O)[O-])cc2C)c(OC)c1	2.4%	5%	-2%	13%	10%	-5%	-8%	-4%	0.0%
CCOc1cc(C2C(C#N)=C(N)SC(N)=C2C#N)ccc1OCCN1CCOCC1	0.2%	20%	-13%	-0.3%	7%	13%	11%	-2%	16%
CCC(C)NC(=O)c1cn(CC)c2ccc(S(=O)(=O)N3CCCCC3)cc2c1=O (configuration not stated)	-0.1%	-7%	-2%	2.7%	17%	-3%	-4%	-6%	-1.7%
O=C(NN=C1CCC(c2ccccc2)CC1)c1cc2c(s1)CCCC2 (configuration not stated)	0.3%[50 µM]	-14%	10%	1.3%	4%	-1%	6%	2%	0.1%
